APEX1 inh: APE1 (human) endonuclease inhibition; P27695; Potency, µM (series often up to 65.8 µM), for the others: at the top dose activity change, negative = inhibition, usual class: inhibitors; 0.35% of 350,000 active; recombinant APE1, TAMRA/BHQ-2 abasic DNA cleavage fluorescence; AID 2517;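 also: plate controls were vehicle for no effect and reference inhibitor for full effect; nearly all actives have a fitted effect of over 55% in size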
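Measures dequenching upon AP-site incision of a 5'-TAMRA/3'-BHQ-2 THF-containing duplex, 50 nM; human APE1 0.75 nM after 15 min room-temperature exposure to compound; kinetic three-point read at one-minute spacing.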
BLM helicase inh: inhibitors of human Bloom syndrome helicase BLM | P54132 | recombinant BLM DNA unwinding, fluorescence dequenching | Potency, µM (doses to about 56.1 µM), without a hit: at the top dose activity change, negative = inhibition, hits mostly inhibitors | 0.2% of 350,000 active;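 also: plate controls were vehicle for no effect and no enzyme for full effect; nearly all actives have a fitted effect of over 35% in size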
Pol beta inh: DNA polymerase beta (human) inhibition | Potency, µM (doses to about 114 µM), inactives show at the highest dose activity change, negative = inhibition, actives largely listed as inhibitors | P06746 | Pol beta primer extension/strand displacement, fluorescence kinetic | 1.3% of 340,000 active; also: % is scaled to controls: 0 for no effect and ±100 for the full control effect
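Preincubation: enzyme (10 nM) with compound, 15 min, RT. Reaction: substrate added to 50 nM final. Reads: 0 and 10 min. Analysis: normalized, Hill fit.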
G9a block: blocks human histone lysine methyltransferase G9a; G9a H3K9 monomethylation, AlphaScreen, 2 h; 8.8% of 350,000 active; Q96KQ7; Potency, µM (top dose mostly 102 µM), inactives show at the highest dose activity, negative = inhibition, usual class: inhibitors; also: % is scaled to controls: 0 for no effect and ±100 for the full control effect; nearly all actives have a fitted effect of over 75% in size
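Signal arises when biotinylated H3K9 peptide, once monomethylated, bridges streptavidin donor and antibody-captured acceptor beads. Enzyme at 20 nM was preincubated 15 min with test compounds; peptide 500 nM and SAM 20 uM then reacted for 2 h.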
Pol iota inh: blocks human DNA polymerase iota activity. Q9UNA4. Pol iota fluorescent replication assay, 10 min. Potency, µM (titrated, usually from 115 µM), without a hit: at the highest dose activity, negative = inhibition, actives largely listed as inhibitors. 1% of 390,000 active. AID 588590
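Pol iota at 10 nM preincubated 15 min with compounds at room temperature; reaction started with fluorescent substrate, 50 nM final. Fluorescence read kinetically at 0 and 10 min; buffer-only wells as negative control.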
POLH inh: DNA polymerase eta (human) inhibition | AID 588591 | Potency, µM (titrated, usually from 114 µM), for the others: at the top dose activity change, negative = inhibition, usual class: inhibitors | Q9Y253 | 1.2% of 390,000 active | recombinant Pol eta, fluorescent DNA replication assay; also: % is scaled to controls: 0 for no effect and ±100 for the full control effect
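Fluorescent replication assay: 50 nM final substrate added after a 15 min room-temperature compound preincubation with 10 nM enzyme. Signal taken at 0 min and again at 10 min.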
Apoferritin bind: candidate novel general anesthetic via apoferritin binding; apoferritin/1-aminoanthracene competitive binding, fluorescence; 0.074% of 350,000 active; Potency, µM (top dose mostly 77.5 µM), without a hit: at the top dose activity change, negative = displacement, most hits filed as inhibitors; AID 485281; also: % is scaled to controls: 0 for no effect and ±100 for the full control effect; nearly all actives have a fitted effect of over 20% in size
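Probe: 1-aminoanthracene (50% saturated, PBS). Protein: horse-spleen apoferritin, 10 uM. Incubation: 10 min, room temperature. Detection: 380 nm excitation, 535 nm emission. Analysis: normalized response, four-parameter Hill.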
BAZ2B block: BAZ2B (human) inhibition; AlphaScreen BAZ2B-H3K14Ac peptide displacement; Potency, µM (highest dose often 114 µM), without a hit: at the top dose activity change, negative = inhibition, hits mostly inhibitors; 4.4% of 360,000 active; also: % is scaled to controls: 0 for no effect and ±100 for the full control effect; nearly all actives have a fitted effect of over 60% in size
Target sequence (Q9UIF8 whole entry, looked up): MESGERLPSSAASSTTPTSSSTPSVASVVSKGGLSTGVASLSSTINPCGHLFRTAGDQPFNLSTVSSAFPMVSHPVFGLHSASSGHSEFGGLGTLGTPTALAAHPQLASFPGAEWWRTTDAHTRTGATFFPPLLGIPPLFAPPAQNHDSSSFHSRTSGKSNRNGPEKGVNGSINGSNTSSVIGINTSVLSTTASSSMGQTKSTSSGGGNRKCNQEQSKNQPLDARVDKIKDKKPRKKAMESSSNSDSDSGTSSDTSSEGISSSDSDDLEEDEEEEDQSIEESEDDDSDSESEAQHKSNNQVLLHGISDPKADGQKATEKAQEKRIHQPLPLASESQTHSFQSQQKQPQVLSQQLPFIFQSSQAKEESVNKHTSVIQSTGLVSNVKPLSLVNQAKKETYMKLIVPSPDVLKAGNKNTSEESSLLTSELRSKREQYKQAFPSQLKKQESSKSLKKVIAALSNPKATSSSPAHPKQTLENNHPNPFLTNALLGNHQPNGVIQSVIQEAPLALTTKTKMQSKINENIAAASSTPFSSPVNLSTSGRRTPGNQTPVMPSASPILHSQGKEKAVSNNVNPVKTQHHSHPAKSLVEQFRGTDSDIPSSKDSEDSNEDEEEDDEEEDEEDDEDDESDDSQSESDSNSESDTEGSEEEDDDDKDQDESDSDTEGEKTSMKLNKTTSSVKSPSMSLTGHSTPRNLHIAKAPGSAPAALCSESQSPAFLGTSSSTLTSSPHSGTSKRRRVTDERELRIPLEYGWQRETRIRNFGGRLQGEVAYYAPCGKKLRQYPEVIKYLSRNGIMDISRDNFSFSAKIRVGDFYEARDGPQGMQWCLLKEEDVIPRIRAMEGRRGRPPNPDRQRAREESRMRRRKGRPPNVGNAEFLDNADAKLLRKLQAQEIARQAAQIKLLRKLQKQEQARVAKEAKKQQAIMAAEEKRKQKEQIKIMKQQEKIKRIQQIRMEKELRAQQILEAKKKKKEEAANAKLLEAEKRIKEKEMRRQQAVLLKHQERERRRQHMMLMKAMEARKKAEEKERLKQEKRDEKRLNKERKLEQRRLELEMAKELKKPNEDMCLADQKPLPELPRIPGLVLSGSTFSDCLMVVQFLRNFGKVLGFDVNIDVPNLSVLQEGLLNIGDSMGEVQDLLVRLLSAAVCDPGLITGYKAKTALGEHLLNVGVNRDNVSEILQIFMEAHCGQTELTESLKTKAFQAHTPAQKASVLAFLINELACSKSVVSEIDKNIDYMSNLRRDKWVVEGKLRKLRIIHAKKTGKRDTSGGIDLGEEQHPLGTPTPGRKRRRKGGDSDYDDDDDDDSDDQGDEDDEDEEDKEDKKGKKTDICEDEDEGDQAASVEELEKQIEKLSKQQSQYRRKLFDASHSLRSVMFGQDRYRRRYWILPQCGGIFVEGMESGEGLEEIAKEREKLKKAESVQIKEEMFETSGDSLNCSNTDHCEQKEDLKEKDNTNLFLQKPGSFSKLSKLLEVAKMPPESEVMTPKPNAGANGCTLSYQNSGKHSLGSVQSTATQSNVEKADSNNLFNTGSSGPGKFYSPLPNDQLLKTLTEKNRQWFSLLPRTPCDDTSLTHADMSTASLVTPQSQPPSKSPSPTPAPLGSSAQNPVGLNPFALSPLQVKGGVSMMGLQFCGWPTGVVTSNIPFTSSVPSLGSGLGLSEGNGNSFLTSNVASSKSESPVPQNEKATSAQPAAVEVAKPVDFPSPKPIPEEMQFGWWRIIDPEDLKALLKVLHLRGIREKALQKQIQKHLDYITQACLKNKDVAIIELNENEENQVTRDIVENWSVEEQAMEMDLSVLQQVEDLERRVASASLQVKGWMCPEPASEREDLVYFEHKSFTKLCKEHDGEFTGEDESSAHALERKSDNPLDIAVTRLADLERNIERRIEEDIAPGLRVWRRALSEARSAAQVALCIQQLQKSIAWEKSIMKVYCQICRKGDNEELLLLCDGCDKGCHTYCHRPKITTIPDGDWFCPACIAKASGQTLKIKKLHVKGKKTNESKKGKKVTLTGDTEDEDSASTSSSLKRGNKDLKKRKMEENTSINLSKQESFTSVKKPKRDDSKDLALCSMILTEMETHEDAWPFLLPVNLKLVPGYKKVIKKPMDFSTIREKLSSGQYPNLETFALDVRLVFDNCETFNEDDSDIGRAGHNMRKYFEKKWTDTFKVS
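Inhibition is scored as reduced AlphaScreen emission. The BAZ2B/b-H3(5-23)K14Ac complex (50 nM each) in PBS pH 7.4, 0.01% Tween-20 meets compound (up to 110 uM) for 30 min at RT before bead addition.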
Pol kappa inh: blocks human DNA polymerase kappa activity; purified Pol kappa, fluorescent DNA synthesis assay, 10 min; Potency, µM (doses to about 107 µM), for inactives: at the top dose activity, negative = inhibition, hits mostly inhibitors; 0.53% of 400,000 active; also: % is scaled to controls: 0 for no effect and ±100 for the full control effect
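Inhibition of 10 nM Pol kappa is measured by a fluorescent read-out at 0 and 10 min following addition of 50 nM substrate (final), with a 15-min room-temperature compound preincubation.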
* marks the source's active call; other numbers are inactive results; ? = inconclusive; nt = not tested or not shown; [ ] = dose if it differs, or a comment. Calls follow the shape of the dose curve; as a rule, active = well fitted curve in the direction sought with a large enough effect; inconclusive = small, poorly fitted or top-dose-only effect, or another doubt; inactive = no such curve, though single readings can be large; an effect the other way counts as inactive or inconclusive. Potency is read from the fitted curve at half-maximal effect. Some of the compounds tested (hit frequency here may not be typical).

Letter code: A = APEX1 inh; B = BLM helicase inh; C = Pol beta inh; D = G9a block; E = Pol iota inh; F = POLH inh; G = Apoferritin bind; H = BAZ2B block; I = Pol kappa inh
CCC1(C)Cc2c(sc3nnn(CC(=O)Nc4ccc(C)cc4)c(=O)c23)CO1 (configuration not stated)
  A = -1.1% | B = -4.7% | C = 22.3% | D = nt | E = 8.4% | F = -8.3% | G = ? | H = -1.5% | I = -3.5%
Cc1ccc2c(CNCc3cccc(Cl)c3)c(C(=O)O)n(Cc3ccc(F)cc3Cl)c2c1
  A = nt | B = -3.0% | C = 11.6% | D = -4.0%[59 µM] | E = -2.9% | F = -4.6% | G = -8.6% | H = -6.9% | I = 0.8%
CN(Cc1cccc(F)c1)C(=O)CSc1nnnn1C1CC1
  A = 15.1% | B = nt | C = nt | D = ? | E = 17.8% | F = 4.9% | G = nt | H = 4.4% | I = 3.5%
O=C(CN1C(=O)NC2(CCCCC2)C1=O)N1CCN(S(=O)(=O)c2ccccc2)CC1
  A = -8.9% | B = 0.1% | C = -3.0% | D = 7.9% | E = 15.0% | F = -2.9% | G = -7.6% | H = nt | I = 6.1%
O=C1CCCN2N=C(SCC(=O)Nc3ccc(F)cc3F)SC2=N1
  A = 15.2% | B = -8.0% | C = ? | D = 41.3% | E = -29.0% | F = -20.3% | G = -14.3% | H = 1.0% | I = -30.0%
c1ccc(OCc2nn3c(Cn4cnc5ccccc54)nnc3s2)cc1
  A = -1.5% | B = -2.4% | C = 4.1% | D = ? | E = -2.2% | F = -12.0% | G = -2.4% | H = 0.6% | I = -8.2%
COc1cc(/C=C(\NC(C)=O)C(=O)NC(C)(C)CC(C)(C)C)ccc1OC(C)=O
  A = 6.4% | B = 5.9% | C = -2.1% | D = -1.4%[59 µM] | E = -11.5% | F = -15.3% | G = -6.8% | H = 6.1% | I = -7.0%
CCOC(=O)C1=C(c2ccccc2)NC(=O)NC1c1ccc(O)c(OCC)c1 (configuration not stated)
  A = 1.8% | B = -4.0% | C = 2.6% | D = 6.7% | E = -5.7% | F = -0.5% | G = -9.7% | H = -1.7% | I = -6.2%
COc1ccc(C(c2nnnn2Cc2ccccc2)N2CCN(C(=O)c3ccco3)CC2)cc1 (configuration not stated)
  A = -9.1% | B = 0.3% | C = 5.2% | D = 56.2µM* | E = 19.1% | F = -9.0% | G = ? | H = -33.8% | I = -4.6%
O=C(NCCc1c[nH]c2ccccc12)/C(=C/c1cccnc1)NC(=O)c1cccs1
  A = 5.2% | B = 2.1% | C = 82.5% | D = -1.7% | E = 4.5% | F = -8.5% | G = -14.3% | H = -30.2% | I = -12.5%
CCOC(=O)C1=C(COC(=O)COc2ccccc2C#N)NC(=O)NC1C (configuration not stated)
  A = 7.2% | B = nt | C = nt | D = 6.4%[2.33 µM] | E = -8.0% | F = -21.0% | G = nt | H = 0.1% | I = -13.0%
COc1cccc(-c2nc3ccccc3s2)c1
  A = -2.5% | B = -0.8% | C = 1.3% | D = 81.4%[activator][59 µM] | E = 15.1% | F = -8.9% | G = ? | H = 114.5%[activator] | I = -9.7%
O=C(CSc1ccc2nnc(CCNC(=O)c3ccccc3)n2n1)NC1CCCC1
  A = -1.7% | B = -19.2% | C = -1.5% | D = nt | E = 22.9% | F = -19.5% | G = -19.0% | H = -4.6% | I = -17.2%
COc1ccc(CNC(=O)C2CCCN2S(=O)(=O)c2ccc(S(=O)(=O)N(C)C)cc2)cc1 (configuration not stated)
  A = -2.6% | B = -1.3% | C = -22.5% | D = 25.7% | E = -2.6% | F = -8.7% | G = -7.5% | H = 9.6% | I = 5.5%
Nc1n[nH]c2c1C1(CCCCC1)Cc1ccccc1-2
  A = -2.0% | B = -0.1% | C = -2.8% | D = ? | E = 8.5% | F = -7.0% | G = ? | H = -5.1% | I = -5.7%

Taken from above for reference:
Letter code: A = APEX1 inh; B = BLM helicase inh; C = Pol beta inh; D = G9a block; E = Pol iota inh; F = POLH inh; G = Apoferritin bind; H = BAZ2B block; I = Pol kappa inh
COc1ccc(C(c2nnnn2Cc2ccccc2)N2CCN(C(=O)c3ccco3)CC2)cc1 (configuration not stated)
  A = -9.1% | B = 0.3% | C = 5.2% | D = 56.2µM* | E = 19.1% | F = -9.0% | G = ? | H = -33.8% | I = -4.6%
O=C(NCCc1c[nH]c2ccccc12)/C(=C/c1cccnc1)NC(=O)c1cccs1
  A = 5.2% | B = 2.1% | C = 82.5% | D = -1.7% | E = 4.5% | F = -8.5% | G = -14.3% | H = -30.2% | I = -12.5%
CCOC(=O)C1=C(COC(=O)COc2ccccc2C#N)NC(=O)NC1C (configuration not stated)
  A = 7.2% | B = nt | C = nt | D = 6.4%[2.33 µM] | E = -8.0% | F = -21.0% | G = nt | H = 0.1% | I = -13.0%
COc1cccc(-c2nc3ccccc3s2)c1
  A = -2.5% | B = -0.8% | C = 1.3% | D = 81.4%[activator][59 µM] | E = 15.1% | F = -8.9% | G = ? | H = 114.5%[activator] | I = -9.7%
O=C(CSc1ccc2nnc(CCNC(=O)c3ccccc3)n2n1)NC1CCCC1
  A = -1.7% | B = -19.2% | C = -1.5% | D = nt | E = 22.9% | F = -19.5% | G = -19.0% | H = -4.6% | I = -17.2%
COc1ccc(CNC(=O)C2CCCN2S(=O)(=O)c2ccc(S(=O)(=O)N(C)C)cc2)cc1 (configuration not stated)
  A = -2.6% | B = -1.3% | C = -22.5% | D = 25.7% | E = -2.6% | F = -8.7% | G = -7.5% | H = 9.6% | I = 5.5%
Nc1n[nH]c2c1C1(CCCCC1)Cc1ccccc1-2
  A = -2.0% | B = -0.1% | C = -2.8% | D = ? | E = 8.5% | F = -7.0% | G = ? | H = -5.1% | I = -5.7%

Next compounds follow:
Letter code: A = APEX1 inh; B = BLM helicase inh; C = Pol beta inh; D = G9a block; E = Pol iota inh; F = POLH inh; G = Apoferritin bind; H = BAZ2B block; I = Pol kappa inh
Cc1cc(=O)oc2cc(NC(=O)c3cccc(F)c3)ccc12
  A = 8.6% | B = -13.6% | C = 3.9% | D = 22.1% | E = 103.1%[activator] | F = -10.0% | G = 11.0% | H = 1.0% | I = -2.1%
COCCn1c(SCc2ccccc2F)nc2c([nH]c3ccccc32)c1=O
  A = nt | B = 0.8% | C = 27.5% | D = 6.9%[59 µM] | E = 14.4% | F = -14.2% | G = -3.4% | H = 0.8% | I = -3.8%[60.1 µM]
CCOC(=O)c1c(C)[nH]c(C)c1C(=O)CSc1nnc(-c2ccco2)n1Cc1ccccc1
  A = -11.0% | B = -0.2% | C = -24.3% | D = ? | E = 18.5% | F = -20.2% | G = -13.3% | H = ? | I = -5.2%
CCCCOC(=O)c1ccc(NC(=S)N2CCN(c3ncc4c(=O)c(C(=O)O)cn(CC)c4n3)CC2)cc1
  A = -2.5% | B = -6.9% | C = 2.7% | D = 29.0%[59 µM] | E = -11.1% | F = -4.9% | G = 4.7% | H = -10.4% | I = -9.6%
Cc1nnc(SCC(=O)Nc2ccccc2)c2ccccc12
  A = 54.0% | B = 1.0% | C = 11.9% | D = 0.1%[12.7 µM] | E = 54.2%[activator] | F = -15.5% | G = -13.8% | H = 2.9% | I = 8.0%
COc1ccccc1CCC(=O)Nc1cc(S(=O)(=O)N2CCOCC2)ccc1N1CCCC1
  A = 29.6% | B = nt | C = nt | D = 3.5%[0.501 µM] | E = 49.3%[activator] | F = -10.9% | G = nt | H = -7.3% | I = -1.6%
COc1ccc(NC(=O)N2CCN(S(=O)(=O)c3ccc4c(ccn4C)c3)CC2)c(OC)c1
  A = nt | B = 1.1% | C = 5.7% | D = 4.0%[59 µM] | E = 1.6% | F = -22.7% | G = 2.6% | H = -27.1% | I = -8.8%[60.1 µM]
C=CCOc1ccc(C(=O)Nc2ccccc2C(=O)N2CCCC2)cc1
  A = -6.0% | B = 1.0% | C = ? | D = 0.8% | E = 30.0%[activator] | F = -0.6% | G = -7.5% | H = -4.0% | I = -6.0%
O=C(c1cc2ccccc2oc1=O)N1CCOCC1
  A = 1.1% | B = -3.9% | C = 2.0% | D = 9.0%[12.7 µM] | E = 15.0% | F = -4.7% | G = -9.0% | H = -1.2% | I = 2.3%

Sorted by heavy-atom count (ascending): part of the list above
Letter code: A = APEX1 inh; B = BLM helicase inh; C = Pol beta inh; D = G9a block; E = Pol iota inh; F = POLH inh; G = Apoferritin bind; H = BAZ2B block; I = Pol kappa inh
O=C(c1cc2ccccc2oc1=O)N1CCOCC1
  A = 1.1% | B = -3.9% | C = 2.0% | D = 9.0%[12.7 µM] | E = 15.0% | F = -4.7% | G = -9.0% | H = -1.2% | I = 2.3%
CN(Cc1cccc(F)c1)C(=O)CSc1nnnn1C1CC1
  A = 15.1% | B = nt | C = nt | D = ? | E = 17.8% | F = 4.9% | G = nt | H = 4.4% | I = 3.5%
CCOC(=O)C1=C(COC(=O)COc2ccccc2C#N)NC(=O)NC1C (configuration not stated)
  A = 7.2% | B = nt | C = nt | D = 6.4%[2.33 µM] | E = -8.0% | F = -21.0% | G = nt | H = 0.1% | I = -13.0%

Bioassay records from PubChem.
